# MrgX1 antag – human MrgX1 receptor antagonism, primary screen; actives 1.3% (n = 310,000); MRGX1-HEK293 calcium flux, Fluo-4, BAM8-22 antagonism; hits give low values; B-score at 10 µM; Q96LB2; AID 588676;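 active means calcium-response B-score plate-corrected more than 3 library SD below zero, starting fluorescence within 5 deviations, no agonist response on first addition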;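 further: peak minus trough fluorescence over baseline after final BAM8-22 challenge near maximal dose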
# Target sequence (Q96LB2 whole entry, looked up): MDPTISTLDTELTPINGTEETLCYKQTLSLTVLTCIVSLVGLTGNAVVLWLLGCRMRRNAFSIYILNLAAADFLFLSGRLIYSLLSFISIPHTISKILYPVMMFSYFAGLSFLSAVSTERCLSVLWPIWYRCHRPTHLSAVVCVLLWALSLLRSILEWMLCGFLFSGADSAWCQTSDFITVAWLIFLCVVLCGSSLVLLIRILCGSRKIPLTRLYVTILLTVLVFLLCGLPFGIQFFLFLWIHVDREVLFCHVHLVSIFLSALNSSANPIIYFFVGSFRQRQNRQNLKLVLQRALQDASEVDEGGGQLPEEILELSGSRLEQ
# TRPC4 potent – TRPC4 (mouse) allosteric potentiation; B-score at 10 µM; actives 0.42% (n = 310,000); AID 2227; HEK293 TRPC4beta/mu-opioid, DAMGO EC20, Fluo-4 Ca2+ flux; hits give high values;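 active means B-score of calcium response area above 5 SD of library B-scores, with initial fluorescence ratio within 5 SD of library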;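 further: B-score of integrated fluorescence ratio over time as area under calcium response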
# MrgX1 ag – activates human MrgX1 receptor signaling | AID 588627 | Q96LB2 | B-score at 10 µM | MrgX1-HEK293 cells, Fluo-4 calcium fluorescence, agonist mode; hits give high values | actives 0.44% (n = 310,000);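 active means calcium response B-score plate-corrected fluorescence ratio at least 3 library SD, with starting fluorescence B-score inside 5 SD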
#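 Material: MrgX1-expressing HEK293 cells; input: 15,000 cells per well; doses: test compound given as first of three sequential additions; schedule: overnight plating before 1 h dye loading; technique: Fluo-4 NW calcium-flux fluorescence, kinetic read; evaluation: baseline-normalised fluorescence change ratio, B-scored; control set: plate-wise positive and negative controls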
# TRPC4 act – TRPC4 (mouse) channel activation; HEK293 TRPC4beta/mu-opioid, Fluo4 calcium fluorescence; hits give high values; actives 0.49% (n = 310,000); Q9QUQ5; B-score at 10 µM;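 active means B-score above 5 SD of library B-scores, and initial fluorescence ratio not above library mean plus 5 SD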;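 further: positive B-score marks a calcium rise read as TRPC4 activation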
#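 system = HEK293 cells stably co-expressing mouse TRPC4beta and mu-opioid receptor | schedule = Fluo4 dye loading 45 min at room temperature, 110 s recording | measure = B-scored integrated calcium fluorescence ratio | signal = Fluo4 calcium-sensitive dye fluorescence, kinetic, 1 Hz baseline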
# TRPC4 block – inhibitors of mouse TRPC4 channel. Q9QUQ5. HEK293 TRPC4beta/mu-opioid, DAMGO-evoked Fluo4 calcium flux; hits give low values. B-score at 10 µM. actives 0.39% (n = 300,000). AID 2247;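 active means B-score over 3 SD under the library average, no early fluorescence shift, positive overall ratio signal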
#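 Test system – stable TRPC4beta/mu-opioid receptor HEK293 cells · Probe or stimulus – DAMGO, a submaximal dose followed by a maximal one · Dosing – one concentration per compound · Signal – Fluo4 calcium fluorescence by kinetic imaging, 5 s 1 Hz baseline · Evaluation – per-well B score of integrated baseline-normalized Fluo4 ratio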
# MrgX1 allo act – allosterically activates human MrgX1 receptor signaling; actives 0.63% (n = 310,000); MrgX1-HEK293, Fluo-4 calcium flux, FDSS; hits give high values; B-score at 10 µM; Q96LB2;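 active means plate-corrected calcium response at least 3 library SD above typical, normal starting fluorescence, not activating the receptor alone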;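 further: compound read alongside a low EC10 to EC30 dose of BAM8-22 agonist; peak minus trough fluorescence over baseline measured at the second addition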
# TRPC6 inh – blocks the mouse TRPC6 cation channel; HEK293-TRPC6, membrane potential dye, ACh-evoked depolarization; hits give low values; B-score at 10 µM; Q61143; actives 1.1% (n = 310,000);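 active means B-score under library mean minus 3 SD, initial fluorescence not abnormally high, positive integrated signal ratio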;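 further: B-score derived from integrated fluorescence ratio over the kinetic read; more negative B-score means stronger inhibition of depolarization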
# SKKanGAS inh – blocks kanamycin growth of S. pyogenes SKKanGAS strain; inhibition, % at 7.5 µM; actives 1.3% (n = 300,000); BacTiter-Glo, 6 h;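 active means mean replicate score, as percent of positive control median, at least 50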;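 further: strain carries kanamycin resistance gene driven by streptokinase promoter and grows in 40 µg/ml kanamycin; loss of luminescence reflects streptokinase promoter inhibition or plain growth inhibition; 0% = median of DMSO wells and 100% = positive control at its reference dose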
# TRPC6 activator – activates the mouse TRPC6 cation channel; actives 0.13% (n = 310,000); B-score at 10 µM; HEK293-TRPC6 membrane potential dye fluorescence; hits give high values; Q61143; AID 2550;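 active means B-score of the integrated fluorescence ratio above library mean plus 3 SD, and starting fluorescence ratio within library mean plus 5 SD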;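 further: higher score means more depolarization so channel activation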
# ANO1 activ – activators or potentiators of mouse TMEM16A chloride channel; AID 623877; Q8BHY3; B-score at 10 µM; HEK293 TMEM16A/YFP-H148Q/I152L, iodide quench fluorescence; hits give low values; actives 0.3% (n = 340,000);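 active means fluorescence-ratio B-score plate-corrected deviation score at least 3 library SD below zero, with starting fluorescence score within 5 deviations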;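 further: channel opened by trigger with iodide after compound preincubation; score built on the fluorescence ratio of max minus min over baseline; more negative score means more quench and so TMEM16A activation or potentiation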
# ANO1 block – blocks the mouse calcium-activated chloride channel TMEM16A. Q8BHY3. HEK293 TMEM16A/YFP iodide influx fluorescence, ionomycin. normalized B-score (activity score, 25-100; higher = stronger inhibition) at 10 µM. actives 1.2% (n = 310,000);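 active means ratio plate-corrected score three or more library SD toward inhibition, starting fluorescence score within five deviations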;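 further: score derived from kinetic fluorescence span divided by baseline fluorescence per well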
# * marks the source's active call; other numbers are inactive results; i = inactive; . = no result given.
entry | Compound | MrgX1 allo act | ANO1 activ | MrgX1 ag | TRPC6 inh | SKKanGAS inh | TRPC4 block | MrgX1 antag | TRPC4 potent | TRPC6 activator | TRPC4 act | ANO1 block
1 | COc1ccc(OC)c(NC(=O)CNC(=O)Cn2cnc3ccccc3c2=O)c1 | i | i | i | i | 3 | i | i | i | i | i | i
2 | COc1ccccc1N/C(=N/S(=O)(=O)c1ccc(Cl)cc1)c1ccccc1 | i | i | i | i | -2 | i | i | i | i | i | i
3 | COc1cc(NC(=O)c2cccc(Cl)c2)ccc1NC(=O)c1cccs1 | i | i | i | i | . | i | i | i | i | i | i
4 | Cc1cc(NS(C)(=O)=O)c(=O)n(Cc2c(F)cccc2Cl)c1 | i | i | i | i | 3 | i | i | i | i | i | i
5 | O=C(NCc1cccs1)C1CC(O)CN1C(=O)Nc1ccccc1 (stereo unspecified) | i | i | i | i | 1 | i | i | i | i | i | i
6 | COc1ccc(OCC(=O)N(Cc2ccc(C)o2)C2CCS(=O)(=O)C2)cc1 (stereo unspecified) | i | i | i | i | -2 | i | i | i | i | i | i
7 | Cc1nnc(SCC(=O)Nc2ccccc2F)n1Cc1ccco1 | i | i | i | i | -12 | i | i | i | i | i | i
8 | CCc1ccc(/C=C2\CN(CC)Cc3c2nc2ccccc2c3C(=O)O)cc1 | i | i | i | i | -1 | i | i | i | i | i | i
9 | CCn1cc(C2=NOC(C(=O)Nc3cc(OC)c(Cl)cc3OC)C2)c(C)n1 (stereo unspecified) | i | i | i | i | -11 | i | i | i | i | i | i
10 | COc1ccc(CNC(=O)Cn2cc(C(F)(F)F)ccc2=O)cc1 | i | i | i | i | -3 | i | i | i | i | i | i
11 | CCN(C(=O)Cc1c(C(=O)O)[nH]c2ccccc12)c1cc(OC)ccc1OC | i | i | i | i | 3 | i | i | i | i | i | 100*
12 | COC(=O)c1c(NC(NC(=O)C(C)C)C(Cl)(Cl)Cl)sc2c1CCCC2 (stereo unspecified) | i | i | i | i | 58* | i | i | i | i | i | i
13 | CC(C)(C)c1cc(NC(=O)COC(=O)c2nccnc2N)n(-c2ccccc2)n1 | i | i | i | i | 41 | i | i | i | i | i | i
14 | S=C(NCc1ccco1)Nc1ccc2c(c1)OCCO2 | i | i | i | i | 7 | i | i | i | i | i | i
15 | COc1ccc(C(=O)Oc2ccc3oc(=O)sc3c2)cc1 | i | i | i | i | 2 | i | i | i | i | i | i
16 | CCCCCCOc1ccc(C(=O)O)cc1C#N | i | i | i | i | -8 | i | i | i | i | i | i
17 | Cc1cc(NS(=O)(=O)c2ccc(NC(=S)NC(=O)c3ccncc3)cc2)no1 | i | i | i | i | -2 | i | i | i | i | i | i
18 | COc1ccc(C2C(C(C)=O)=C(O)C(=O)N2CCc2ccccc2)c(OC)c1 (stereo unspecified) | i | i | i | i | -6 | i | i | i | i | i | i
19 | O=C(Cn1nnc(-c2ccccc2)n1)Nc1ccc2c(c1)OCO2 | i | i | i | . | 0 | . | i | . | . | . | i
20 | COc1ccc(-c2csc3ncnc(Nc4ccc(O)cc4)c23)cc1 | i | i | i | i | 5 | i | i | i | i | i | i
21 | O=C(NCc1ccco1)C(=S)N1CCCC1 | i | i | i | i | 7 | i | i | i | i | i | i
22 | COc1cccc(/C=C/C(=O)OCC(=O)NCc2ccc(Cl)cc2)c1 | i | i | i | i | -8 | i | i | i | i | i | i
23 | CCOC(=O)C1(C)Oc2ccc(S(=O)(=O)CC)cc2NC1=O (stereo unspecified) | i | i | i | i | -2 | i | i | i | i | i | i
24 | COC(=O)/C=C1\N/C(=N\c2nc(C)cc(C)n2)N(c2ccc(Cl)cc2)C1=O | i | i | i | i | -2 | i | i | i | i | i | i
25 | CCOC(=O)N1CCN(CC(=O)c2ccc3c(c2)CCN3)CC1 | i | i | i | i | -2 | i | i | i | i | i | i
26 | COc1ccc(-c2nnc(SCC(=O)Nc3ncc(C)s3)n2-c2ccccc2)cc1OC | i | i | i | i | -1 | i | i | i | i | i | i
27 | CC(=O)Oc1ccc(C(=O)[C@H]2[C@H]3C(=O)N(c4ccccc4)C(=O)[C@H]3[C@@H]3C=CC=NN32)cc1 | i | i | i | i | 3 | i | i | i | i | i | i
28 | NC(=O)c1ccccc1OCc1nc2ccccc2s1 | i | i | i | i | -4 | i | i | i | i | i | i
29 | COC(=O)CCCC1=CC2=CC(=O)C(C)(OC(=O)c3cccs3)C(=O)C2=CN1C1CCCC1 (stereo unspecified) | i | i | i | i | 2 | i | i | i | i | i | i
30 | O=c1[nH]c2cc3c(cc2cc1CN(CCCO)Cc1nnnn1Cc1ccc(F)cc1)OCO3 | i | i | i | i | -10 | i | i | i | i | i | i
31 | CC(=O)c1ccc(NC(=O)Nc2cccnc2)cc1 | i | i | i | i | . | i | i | i | i | i | i
32 | O=C(NNC1=Nc2ccccc2SC1)c1ccc(Cl)cc1 | i | i | i | i | 90* | i | i | i | i | i | i
33 | CCc1ccccc1NC(=O)CN1C(=O)C2CCCN2c2ncc(Cl)cc21 (stereo unspecified) | i | i | i | i | 4 | i | i | i | i | i | i
34 | O=S(=O)(Nc1cccc(-c2ccc3nncn3n2)c1)c1cccc(F)c1 | i | i | 37* | i | 13 | i | i | i | i | i | i
35 | COCCN(C(=O)COC(=O)C(c1ccccc1)c1ccccc1)c1c(N)n(Cc2ccccc2)c(=O)[nH]c1=O | i | i | i | i | 8 | i | i | i | i | i | i
36 | CC(C)(C)c1ccc(-c2nnc(SC3CCOC3=O)n2Cc2ccccc2)cc1 (stereo unspecified) | i | i | i | i | 0 | i | i | i | i | i | i
37 | O=C(Nc1ccccc1-c1nc2ccccc2s1)c1ccc(Br)o1 | i | i | i | i | 1 | i | i | i | i | i | i
38 | N=C1/C(=C\c2ccc(OC(=O)c3ccc(F)cc3)cc2)C(=O)N=C2SC(N3CCCC3)=NN12 | i | i | i | i | 9 | i | i | i | i | i | i
39 | CCOC(=O)c1c(C)nc2sc3c(=O)[nH]cnc3c2c1-c1ccc(OC)cc1 | i | i | i | i | 7 | i | i | i | i | i | i
40 | Clc1ccccc1CNc1ncnc2nc[nH]c12 | i | i | i | i | -2 | i | i | i | i | i | i
41 | Cc1csc(NC(=O)c2cnc3ccccc3n2)n1 | i | i | i | i | -3 | i | i | i | i | i | i
42 | CN(C(=O)/C=C/c1cnc2ccccc2c1)C1CCCCC1 | i | i | i | i | -11 | i | i | i | i | i | i
43 | CC1CCN(C(=O)CCc2nnc(-c3ccccc3)o2)CC1 | i | i | i | i | 3 | i | i | i | i | i | i
44 | CCOC(=O)c1ccc(NC(=O)CSc2ccc(-c3ccncc3)nn2)cc1 | i | i | i | i | -4 | i | i | i | i | i | i
45 | O=C(NCc1ccco1)c1ccc2c(c1)C(=O)c1ccccc1-2 | i | i | i | i | 0 | i | i | i | i | i | i
46 | CC1CN(S(=O)(=O)c2ccc(C(=O)Nc3nnc(-c4ccc5c(c4)CCCC5)o3)cc2)CC(C)O1 (stereo unspecified) | i | i | i | i | 93* | i | i | i | i | i | 100*
47 | COc1cc(/C=C/C(=O)NC(C)C)ccc1OCc1ccccc1 | i | i | i | i | -2 | i | i | i | i | i | i
48 | CC(=O)c1ccccc1OCCn1nnc(-c2ccc(C)cc2)n1 | i | i | i | i | -5 | i | i | i | i | i | i
49 | Cc1cc(C(=O)Nc2cccnc2)cs1 | i | i | i | i | 0 | i | i | i | i | i | i
50 | S=c1nc[nH]c2c1ncn2C1CCCC1 | i | i | i | i | -1 | i | i | i | i | i | i
51 | Cc1cccc(NC(=O)N2CCN(Cc3ccc4c(c3)OCO4)CC2)c1C | i | i | i | i | 0 | i | i | i | i | i | i
52 | CCOC(=O)N1CC=C2C(C#N)=C(N)C(C#N)(C#N)[C@H](c3ccc(OCC)c(OCC)c3)[C@H]2C1 | i | i | i | i | -2 | . | i | i | i | i | i
53 | CCOC(=O)C1CCCN(C(=O)c2cc(S(=O)(=O)Nc3ccccc3OC)ccc2C)C1 (stereo unspecified) | i | i | i | i | -7 | i | i | i | i | i | i
54 | CCOCC(=O)Nc1c(C(=O)OCC)oc2ccccc12 | i | i | i | i | -4 | i | i | i | i | i | i
55 | CC(C)(C)OC(=O)[C@H](Cc1ccccc1)NC(=O)c1nc[nH]c1C(=O)N1CCc2ccccc2C1 | i | i | i | i | 8 | i | i | i | i | i | i
56 | COc1ccc2c(Cl)c(C(=O)NCCCn3ccnc3)sc2c1Cl | i | i | i | i | -10 | i | i | i | i | i | i
57 | Cc1cc(N(CCO)CCO)nc(-n2nc(C)cc2C)n1 | i | i | i | i | 0 | i | i | i | i | i | i
58 | O=C(O)Cc1cn(Cc2cccc(Cl)c2)c2ccccc12 | i | i | i | i | 14 | i | i | i | i | i | i
59 | Cn1c(SCC(=O)Nc2ccc3c(c2)OCO3)nnc1-c1cnccn1 | i | i | i | i | 5 | i | i | i | i | i | i
60 | Cc1cc(=O)n2nc(N3CCCC3C(=O)Nc3ccccc3C)sc2n1 (stereo unspecified) | i | i | i | i | -1 | i | i | i | i | i | i

# New compounds follow
entry | Compound | MrgX1 allo act | ANO1 activ | MrgX1 ag | TRPC6 inh | SKKanGAS inh | TRPC4 block | MrgX1 antag | TRPC4 potent | TRPC6 activator | TRPC4 act | ANO1 block
61 | Cc1ccnc(NC(=O)c2ccc3c(c2)C(=O)N(CC2CCCO2)C3=O)c1 (stereo unspecified) | i | i | i | i | 0 | i | i | i | i | i | i
62 | O=C(CCC1COc2ccccc2O1)Nc1ncccc1O (stereo unspecified) | i | i | i | i | -1 | i | i | i | i | i | i
63 | Cc1nn(CC(=O)Nc2ccncc2)c(C)c1[N+](=O)[O-] | i | i | i | i | -3 | i | i | i | i | i | i
64 | O=C(CSC1=NS(=O)(=O)c2cc(Cl)ccc2N1)c1ccc(Cl)cc1 | i | i | i | i | 29 | i | i | i | i | i | i
65 | Cc1cccc(OCC(=O)O/N=C(\N)Cc2ccc([N+](=O)[O-])cc2)c1 | i | i | i | i | -2 | i | i | i | i | i | i
66 | COc1ccc(OC)c(C2C(C#N)=C(N)N(N(C)C)C3=C2C(=O)CCC3)c1 (stereo unspecified) | i | i | i | i | 0 | i | i | i | i | i | i

# Bioassay records: PubChem, several laboratories
